Bim-Bcl-XL – inhibitors of Bim-Bcl-XL interaction, human; Q07817; Bim peptide-Bcl-XL binding, bead flow cytometry, fluorescence; inhibition, % at 10 µM; actives 0.04% (n = 190,000); AID 1007
Target sequence (Q07817 whole entry, looked up): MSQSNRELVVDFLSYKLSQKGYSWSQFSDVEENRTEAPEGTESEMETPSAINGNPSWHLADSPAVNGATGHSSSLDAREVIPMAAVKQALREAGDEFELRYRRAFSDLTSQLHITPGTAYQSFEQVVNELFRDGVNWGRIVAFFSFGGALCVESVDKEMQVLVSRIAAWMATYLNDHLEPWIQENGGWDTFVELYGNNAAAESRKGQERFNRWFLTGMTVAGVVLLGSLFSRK
RGS4-Gao reg – human RGS4-Galphao interaction regulation; P09471; Multiplexed bead flow cytometry, RGS4-Galphao binding; actives lie on both sides; binding response (% of control), % at 10 µM; actives 0.33% (n = 220,000); in the data active means binding response below about 49% or above about 150%; inactive means in between;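 further: fluorescent Galphao activated with aluminum fluoride binding bead-coupled RGS4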
Target sequence (P09471 whole entry, looked up): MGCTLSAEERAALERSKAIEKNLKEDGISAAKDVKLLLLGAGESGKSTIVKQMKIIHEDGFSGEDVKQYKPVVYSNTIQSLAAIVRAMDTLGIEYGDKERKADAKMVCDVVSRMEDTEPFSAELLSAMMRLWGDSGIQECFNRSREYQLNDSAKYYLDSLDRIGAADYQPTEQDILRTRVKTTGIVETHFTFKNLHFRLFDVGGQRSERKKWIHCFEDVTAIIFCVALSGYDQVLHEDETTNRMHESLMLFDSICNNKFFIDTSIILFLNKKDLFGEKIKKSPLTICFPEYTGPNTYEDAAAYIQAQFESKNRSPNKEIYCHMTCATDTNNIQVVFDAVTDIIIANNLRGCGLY
Bim-Bcl-W – inhibitors of Bim-Bcl-W interaction, human; AID 952; actives 0.02% (n = 190,000); inhibition, % at 10 µM; Q92843; bead-based flow cytometry, Bim peptide-Bcl-W binding;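 further: 0% = bound tracer without compound and 100% = peptide blocker; higher means less fluorescent Bim peptide bound to Bcl-W beads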
Target sequence (Q92843 whole entry, looked up): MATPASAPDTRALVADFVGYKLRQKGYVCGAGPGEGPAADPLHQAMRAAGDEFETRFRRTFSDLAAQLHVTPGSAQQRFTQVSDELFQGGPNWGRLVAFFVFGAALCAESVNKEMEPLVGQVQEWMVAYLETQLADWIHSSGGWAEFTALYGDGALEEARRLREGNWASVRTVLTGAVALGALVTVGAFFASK
ABCB1 block – inhibitors of human ABCB1 transporter, ABCG2 counter-screen; AID 1326; actives 0.067% (n = 190,000); inhibition, % at 6.6 µM; P08183; CCRF-Adr cells, JC-1 efflux, flow cytometry; in the data active means inhibition above about 40%;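 further: 0% = vehicle and 100% = reference inhibitor; higher value means more JC-1 retained so stronger ABCB1 efflux block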
Bim-Bcl-2 – inhibitors of Bim-Bcl-2 interaction, human; P10415; Bead-based flow cytometry, Bim peptide-Bcl-2 binding; inhibition, % at 10 µM; actives 0.06% (n = 190,000); AID 950; in the data active means inhibition above about 40%;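 further: 0% = no compound wells with probe peptide and 100% = reference peptide inhibitor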
RGS7-Gao reg – human RGS7-Galphao interaction regulation. P09471. Multiplexed bead flow cytometry, RGS7-Galphao binding; actives lie on both sides. binding response (% of control), % at 10 µM. actives 0.35% (n = 220,000); in the data active means binding response below about 49% or above about 150%;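 further: fluorescent Galphao held in activated GDP-AlF4 state binding bead-coupled RGS7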
GSH bead fluor – compound fluoresces at 488/530 nm on GSH beads; GSH beads flow cytometry, compound fluorescence 488/530 nm; hits give high values; fluorescence (KMESF) at 10 µM; actives 0.25% (n = 190,000); in the data active means fluorescence above about 89;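 further: glutathione beads carrying GST-tagged Bcl family fusion proteins plus one bare bead set; values are compound well signal with DMSO vehicle wells as background; inactives centre near 16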
RGS8-Gao reg – human RGS8-Galphao interaction regulation; P09471; multiplexed bead flow cytometry, RGS8-Galphao binding; actives lie on both sides; response (percent of control binding), % at 10 µM; actives 0.34% (n = 220,000); in the data active means response below about 60% or above about 140%; inactive means in between;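 further: Galphao activated as the GDP aluminium fluoride complex binding bead-coupled RGS8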
ABCG2 inh – human ABCG2 inhibition, ABCB1 as counter-screen; Q9UNQ0; IgMXP3 cells, JC-1 efflux, flow cytometry; inhibition, % at 6.6 µM; actives 0.1% (n = 190,000);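 active means inhibition above 80%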;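 further: 0% = DMSO and 100% = nicardipine control wells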
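test system = two drug-resistant human cell lines, ABCG2 and ABCB1 | amount = 3 million cells/mL final, two lines in 1:1 ratio | reagent = JC-1 transporter substrate | doses = one concentration, 6.6 µM final | incubation = 10 min at 25 °C | signal = flow cytometric JC-1 green MFI at 530 nm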
Bim-Bcl-B – human Bim-Bcl-B interaction inhibition. inhibition, % at 10 µM. AID 951. actives 0.073% (n = 190,000). bead-based flow cytometry, Bim peptide-Bcl-B binding;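 further: 0% = tracer peptide without compound and 100% = reference inhibitor peptide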
Bim-Bfl-1 – human Bim-Bfl-1 interaction inhibition. AID 1008. actives 0.12% (n = 190,000). inhibition, % at 10 µM. Bead-based flow cytometry, Bim-Bfl-1 binding inhibition;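 further: 0% = wells without compound plus tracer and 100% = blocker peptide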
Active calls of the source: *; [ ] = dose if it differs, or a comment. Unless noted, no stated cut-off is given here; in the data, active means inhibition above about 40%.

no. | SMILES | Bim-Bcl-XL | RGS4-Gao reg | Bim-Bcl-W | ABCB1 block | Bim-Bcl-2 | RGS7-Gao reg
1 | O=C(O)c1cn(CCOc2ccccc2Cl)c2ccccc12 | -3 | 101 | -3 | 0.5 | 1 | 96
2 | C=CCn1c(=NC(=O)c2ccco2)sc2cc(C(=O)OC)ccc21 | -6 | 104 | -8 | 0.1 | -4 | 101
3 | CCNc1nc(NCC)nc(SCCOc2ccc(C)cc2)n1 | -5 | 99 | -4 | 0.4 | -4 | 101
4 | NCCCCCNC(=O)/C=N\O | -5 | 98 | -3 | 1.5 | -7 | 94
5 | CCOc1ccc(CCNC(=O)CN(C)S(=O)(=O)c2ccc3c(c2)CCC(=O)N3)cc1OCC | -1 | 99 | -2 | 0.0 | -2 | 99
6 | Oc1ccc(Nc2nc(N3CCCC3)c3ccccc3n2)cc1 | 4 | 89 | 6 | 0.7 | -6 | 93
7 | c1ccc(-c2ccc(OCCCn3cncn3)cc2)cc1 | -10 | 104 | -2 | 0.6 | -9 | 102
8 | CCn1c(=O)c(C(=O)CN(C)Cc2ccc(F)cc2)c(N)n(Cc2ccccc2)c1=O | -4 | 100 | -2 | -0.1 | -1 | 104
9 | O=C(O)c1cc(N2C(=O)C3CCCCC3C2=O)ccc1NCc1cccnc1 (stereo not given) | 0 | 103 | -2 | 0.5 | 0 | 96
10 | Cn1c(N)c(C(=O)COC(=O)C2(c3ccccc3F)CCCC2)c(=O)n(C)c1=O | -7 | 103 | -1 | 0.8 | -13 | 100
11 | O=C(COc1ccccc1)NCC(=O)NC1=NCCS1 | 0 | 101 | -4 | 0.7 | -13 | 98
12 | O=C(NNC(=S)Nc1ccccc1)C1CC1 | -2 | 98 | 0 | 0.3 | 0 | 99

no. | GSH bead fluor | RGS8-Gao reg | ABCG2 inh | Bim-Bcl-B | Bim-Bfl-1
1 | 10 | 98 | 2 | 0 | 6
2 | 10 | 100 | 10 | -9 | 0
3 | 26 | 100 | 15 | -8 | 0
4 | 22 | 97 | 5 | -5 | -9
5 | 24 | 102 | 0 | -1 | 0
6 | 34 | 97 | 2 | -12 | -5
7 | 33 | 108 | 13 | -3 | -2
8 | 13 | 100 | 0 | -2 | -8
9 | 14 | 98 | 1 | -4 | -3
10 | 32 | 103 | 3 | -7 | -15
11 | 27 | 100 | 5 | -25 | -14
12 | 11 | 102 | 6 | -6 | 0

More structures
no. | SMILES | Bim-Bcl-XL | RGS4-Gao reg | Bim-Bcl-W | ABCB1 block | Bim-Bcl-2 | RGS7-Gao reg
13 | CCCNC(=S)N(Cc1ccccc1)Cc1nc2ccccc2c(=O)[nH]1 | -8 | 103 | -3 | 0.2 | -2 | 101
14 | CC(C)Sc1nc2c(c(=O)[nH]c(=O)n2C)n1Cc1ccc(Cl)cc1 | -1 | 100 | 3 | 2.8 | 0 | 103
15 | CSc1cc(-c2ccccc2)n(Cc2c(Cl)cccc2Cl)c(=O)c1C#N | -3 | 103 | -1 | 0.5 | -3 | 100
16 | COc1ccccc1N1CCN(C2=Nc3cccc4cccc2c34)CC1 | 0 | 101 | -1 | 1.5 | -4 | 100
17 | N=C1/C(=C/c2cccn2Cc2ccc(F)cc2)C(=O)N=C2SC=CN12 | -1 | 88 | -1 | 1.6 | 0 | 102
18 | CCCCCc1cc(O)c2c(C)cc(=O)oc2c1 | 0 | 105 | -3 | 0.6 | 0 | 106
19 | COc1ccccc1OCCNS(=O)(=O)c1ccc2oc3ccccc3c2c1 | -2 | 97 | -1 | 0.2 | -5 | 95
20 | O=S(=O)(NCC1CC1)c1cccc(S(=O)(=O)N2CCCC2)c1 | -9 | 102 | -5 | 0.1 | -12 | 100
21 | CC(C)C(NC(=O)C1CCCCC1)C(=O)Nc1ccc2c(c1)OCCO2 (stereo not given) | -2 | 100 | -1 | 4.1 | -8 | 96
22 | Cc1ccc(OCCn2nc3ccccc3n2)c(C)c1 | -2 | 121 | 3 | 0.4 | -3 | 192*[activator]
23 | CC(C)(C)NS(=O)(=O)c1ccc(NC(=O)NC2CCCCC2)cc1 | 1 | 98 | 0 | 0.2 | -1 | 97
24 | CCCCn1c(SCc2nc(N)nc(Nc3ccccc3C)n2)nc2ccccc2c1=O | -2 | 99 | 3 | 0.1 | -9 | 101

no. | GSH bead fluor | RGS8-Gao reg | ABCG2 inh | Bim-Bcl-B | Bim-Bfl-1
13 | 15 | 100 | 1 | -2 | 0
14 | 20 | 102 | 11 | -7 | 5
15 | 13 | 99 | 4 | -4 | -4
16 | 10 | 103 | 6 | -3 | -4
17 | 12 | 99 | 1 | -2 | -5
18 | 19 | 101 | 4 | -3 | 3
19 | 11 | 91 | 0 | -4 | -7
20 | 25 | 101 | 2 | -7 | -21
21 | 34 | 100 | 13 | -7 | -15
22 | 8 | 96 | 9 | -8 | -11
23 | 16 | 97 | 1 | 0 | -3
24 | 40 | 99 | 1 | -6 | -12

14 of the compounds above, tab-delimited:
#	smiles	Bim-Bcl-XL	RGS4-Gao reg	Bim-Bcl-W	ABCB1 block	Bim-Bcl-2	RGS7-Gao reg	GSH bead fluor	RGS8-Gao reg	ABCG2 inh	Bim-Bcl-B	Bim-Bfl-1
8	CCn1c(=O)c(C(=O)CN(C)Cc2ccc(F)cc2)c(N)n(Cc2ccccc2)c1=O	-4	100	-2	-0.1	-1	104	13	100	0	-2	-8
9	O=C(O)c1cc(N2C(=O)C3CCCCC3C2=O)ccc1NCc1cccnc1 (stereo not given)	0	103	-2	0.5	0	96	14	98	1	-4	-3
10	Cn1c(N)c(C(=O)COC(=O)C2(c3ccccc3F)CCCC2)c(=O)n(C)c1=O	-7	103	-1	0.8	-13	100	32	103	3	-7	-15
11	O=C(COc1ccccc1)NCC(=O)NC1=NCCS1	0	101	-4	0.7	-13	98	27	100	5	-25	-14
12	O=C(NNC(=S)Nc1ccccc1)C1CC1	-2	98	0	0.3	0	99	11	102	6	-6	0
13	CCCNC(=S)N(Cc1ccccc1)Cc1nc2ccccc2c(=O)[nH]1	-8	103	-3	0.2	-2	101	15	100	1	-2	0
14	CC(C)Sc1nc2c(c(=O)[nH]c(=O)n2C)n1Cc1ccc(Cl)cc1	-1	100	3	2.8	0	103	20	102	11	-7	5
15	CSc1cc(-c2ccccc2)n(Cc2c(Cl)cccc2Cl)c(=O)c1C#N	-3	103	-1	0.5	-3	100	13	99	4	-4	-4
16	COc1ccccc1N1CCN(C2=Nc3cccc4cccc2c34)CC1	0	101	-1	1.5	-4	100	10	103	6	-3	-4
17	N=C1/C(=C/c2cccn2Cc2ccc(F)cc2)C(=O)N=C2SC=CN12	-1	88	-1	1.6	0	102	12	99	1	-2	-5
18	CCCCCc1cc(O)c2c(C)cc(=O)oc2c1	0	105	-3	0.6	0	106	19	101	4	-3	3
19	COc1ccccc1OCCNS(=O)(=O)c1ccc2oc3ccccc3c2c1	-2	97	-1	0.2	-5	95	11	91	0	-4	-7
20	O=S(=O)(NCC1CC1)c1cccc(S(=O)(=O)N2CCCC2)c1	-9	102	-5	0.1	-12	100	25	101	2	-7	-21
21	CC(C)C(NC(=O)C1CCCCC1)C(=O)Nc1ccc2c(c1)OCCO2 (stereo not given)	-2	100	-1	4.1	-8	96	34	100	13	-7	-15

(next part)
no. | SMILES | Bim-Bcl-XL | RGS4-Gao reg | Bim-Bcl-W | ABCB1 block | Bim-Bcl-2 | RGS7-Gao reg
25 | CCOC(=O)c1ccc(NS(=O)(=O)c2cccc3nsnc23)cc1 | -2 | 102 | 0 | 0.8 | -10 | 98
26 | CCN(c1ccccc1)S(=O)(=O)c1ccc(C(=O)NCC(c2cccs2)N(C)C)cc1 (stereo not given) | -2 | 97 | -2 | 1.9 | 0 | 98
27 | O=C(O)COc1ccc2c(c1)OCCO2 | 0 | 101 | 4 | 0.2 | -6 | 100
28 | Cc1cccc(C)c1OCC(O)Cn1nnc2ccccc21 (stereo not given) | 1 | 98 | -3 | 0.0 | -1 | 97
29 | CC(NC(=O)Cn1cc(C(F)(F)F)ccc1=O)c1ccc(F)cc1 (stereo not given) | -4 | 96 | -1 | 0.2 | -2 | 101
30 | CN1CCN(C(=O)c2cc(-c3ccccc3)on2)CC1 | -6 | 99 | 0 | -0.1 | -6 | 100
31 | CNc1nc(OCCNC(=O)Nc2ccccc2)nc(N2CCOCC2)n1 | 0 | 104 | 2 | 0.1 | -1 | 101
32 | COc1ccc(OCC(=O)N/N=C(\C)c2cc3ccccc3o2)cc1 | -8 | 99 | -6 | -6.6 | -5 | 97
33 | CCOC(=O)C1=C(N)Oc2cc(O)ccc2C1c1cccc([N+](=O)[O-])c1 (stereo not given) | -4 | 102 | 0 | 2.4 | 1 | 101
34 | CCn1c(COc2ccccc2)nnc1SCC(=O)NCc1ccco1 | -3 | 101 | -1 | 0.0 | -1 | 106

no. | GSH bead fluor | RGS8-Gao reg | ABCG2 inh | Bim-Bcl-B | Bim-Bfl-1
25 | 25 | 102 | 3 | -6 | -10
26 | 14 | 100 | 6 | -4 | -6
27 | 11 | 101 | 9 | -3 | -4
28 | 9 | 101 | 1 | -1 | -1
29 | 11 | 98 | 1 | -2 | -3
30 | 14 | 100 | 14 | -7 | -11
31 | 19 | 106 | 0 | -4 | -9
32 | 21 | 100 | 1 | -7 | -4
33 | 10 | 102 | 25 | -1 | -5
34 | 25 | 104 | 0 | -4 | -5
